PDI inh: inhibitors of human protein disulfide isomerase; P07237; PDI insulin aggregation turbidity, A650, 90 min; inhibition, % at 10 µM; 350,000 tested, 0.052% active;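 active = mean inhibition across replicates of 30% or more, whatever share of single replicates reach that level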;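 note: absorbance from insulin aggregation driven by PDI reduction with DTT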
MC4R antagonist: blocks human MC4R cAMP signaling; P32245; MC4R-expressing cells, MTII-stimulated cAMP, LANCE TR-FRET; inhibition, % at 6.5 µM; 360,000 tested, 0.48% active; AID 540295;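 active = inhibition above its plate's cutoff, the mean of tested wells on that plate plus 3 SD, cut at about 29% in these data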;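 note: 0% = Melanotan II alone and 100% = Melanotan II plus saturating MCL0020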
Target sequence (P32245 whole entry, looked up): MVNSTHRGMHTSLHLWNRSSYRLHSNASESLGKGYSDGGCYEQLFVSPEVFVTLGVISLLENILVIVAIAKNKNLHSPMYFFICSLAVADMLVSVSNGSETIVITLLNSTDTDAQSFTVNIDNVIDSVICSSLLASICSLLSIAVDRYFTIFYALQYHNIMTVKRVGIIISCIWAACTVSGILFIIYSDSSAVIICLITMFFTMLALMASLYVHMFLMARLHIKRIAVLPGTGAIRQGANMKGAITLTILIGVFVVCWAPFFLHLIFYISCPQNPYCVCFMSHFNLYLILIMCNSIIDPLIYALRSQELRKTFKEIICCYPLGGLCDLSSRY
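System: U2OS cells stably expressing human melanocortin 4 receptor (MC4R). Reagent: Melanotan II challenge after compound preincubation. Doses: 6.5 µM. Times: 30-min compound, 1-h challenge, 1-h detection, room temperature. Measured by: TR-FRET with Eu-cAMP and labeled anti-cAMP, 671 nm. Replicates: singlicate.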
MC4R barr agon: activates human MC4R beta-arrestin recruitment | U2OS MC4R beta-arrestin complementation, luminescence; percent of melanotan II response, DMSO zero | AID 540308 | P32245 | activation, % at 8.9 µM | 360,000 tested, 0.98% active;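 active = activation above a per-plate cutoff, the mean activation of sample wells on that plate plus 3 SD, cut at about 8% in these data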
aDG glyco up: alpha-DG glycosylation activation. Pro5-aDG cells, alpha-DG glycosylation AlphaScreen (IIH6); 0% Pro5, 100% B10-LARGE cell signal. activation, % at 10 µM. 360,000 tested, 0.22% active;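 active = activation of at least 8% versus controls, or a plate z-score of at least 8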;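 note: Pro5 are CHO cells carrying HIG-tagged alpha-DG that lacks glycosylation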
ABCB6 inh 2: human ABCB6 transporter inhibition. Q9NP58. K562-ABCB6 porphyrin accumulation, flow cytometry, 1 h; active compounds read low. fluorescence ratio to DMSO, % at 10 µM. 360,000 tested, 0.19% active. AID 602162;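 active = fluorescence ratio to DMSO below 75%, the collection mean minus 3 SD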;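 note: signal is porphyrin accumulated inside mitochondria; 100% equals median channel fluorescence of DMSO control wells; lower ratio means ABCB6 inhibition with less porphyrin fluorescence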
Cardio protect: modulators protecting cardiomyocytes from myocardial damage; H9c2 cardiomyocytes, H2O2 injury protection, ATPLite, 2 h; protection from H2O2 cell death, % at 20 µM; 360,000 tested, 0.63% active; AID 588492;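 active = compounds giving at least 50% protection of heart cells from peroxide-induced death in the single-dose screen, raw or plate-pattern-corrected value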;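 note: 0% = DMSO wells with peroxide and 100% = DMSO wells without peroxide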
N-glyco inh: blocks N-linked glycosylation in D54 reporter cells | D54 ERlucT glycosylation luciferase reporter, 24 h; percent of 100 nM tunicamycin response | reporter increase, % at 12.5 µM | 360,000 tested, 0.23% active | AID 588692;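 active = mean luciferase reporter signal, scaled so untreated is 0 and the glycosylation-blocking control 100, at or above a set limit in every replicate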;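 note: luciferase carries N-glycosylation sites so blocking glycosylation raises the light; 0% = median of neutral control wells and 100% = median of 100 nM tunicamycin wells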
CaV13 ICDI inh: Primary screen for inhibitors of IQ motif and Ca2+-dependent inactivation inhibitor domain binding in CACNA1D, Förster resonance energy transfer in living cells, … | inhibition, % at 12.3 µM | HEK cells, CFP/YFP FRET ICDI-IQ, plate reader, 10 min; percent FRET-ratio fall versus neutral wells | AID 743397 | 340,000 tested, 0.098% active;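 active = mean replicate inhibition of at least 30% and at least 1% of replicates passing that level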;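 note: 0% = median of the neutral control wells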
m5-HT2A agonist: activates the mouse 5-HT2A serotonin receptor; P35363; CHO-K1 mHTR2A beta-arrestin complementation, luminescence; percent of 30 µM serotonin response; activation, % at 7.6 µM; 360,000 tested, 0.66% active;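 active = activation above a run cutoff, the mean activation of all tested compounds plus 3 SD, cut at about 14% in these data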;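 note: 0% = plate median of compound wells and 100% = 30 µM serotonin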
Target sequence (P35363 whole entry, looked up): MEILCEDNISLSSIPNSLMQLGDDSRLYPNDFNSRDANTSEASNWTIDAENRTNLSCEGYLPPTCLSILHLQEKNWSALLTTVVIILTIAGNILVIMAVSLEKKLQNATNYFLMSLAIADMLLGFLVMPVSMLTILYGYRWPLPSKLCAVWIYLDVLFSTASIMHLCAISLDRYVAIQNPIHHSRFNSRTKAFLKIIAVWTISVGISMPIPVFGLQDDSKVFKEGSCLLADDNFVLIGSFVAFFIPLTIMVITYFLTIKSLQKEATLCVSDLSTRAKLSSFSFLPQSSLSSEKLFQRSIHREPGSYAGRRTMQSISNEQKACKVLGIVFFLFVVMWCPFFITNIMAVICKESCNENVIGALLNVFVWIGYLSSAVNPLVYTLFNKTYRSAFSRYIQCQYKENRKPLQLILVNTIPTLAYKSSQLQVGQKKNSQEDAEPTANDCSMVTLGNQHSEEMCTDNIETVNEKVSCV
Vif inh: inhibitors of HIV Vif. HEK293T cells, Vif self-association by quenched fluorescence, imaging, 24 h. inhibition, % at 7.49 µM. 340,000 tested, 0.35% active; in the data active = inhibition above about 50%, passing the limit was not always enough; note: some results filed as inactive read as strong as hits
* hit, by the source's call; nt = no result given.

No.	structure	PDI inh	MC4R antagonist	MC4R barr agon	aDG glyco up	ABCB6 inh 2	Cardio protect	N-glyco inh	CaV13 ICDI inh	m5-HT2A agonist	Vif inh
1	O=C(CCN1C(=O)C2CC=CCC2C1=O)Nc1cccc(Cl)c1 (stereo not drawn)	1	2	-2.1	0.0	99	2	1	-6	10	3
2	Cc1cc(NC(=O)COC(=O)c2c(Cl)cccc2Cl)no1	0	6	-0.4	0.1	97	-1	-9	-2	-5	-3
3	CC(C)C[C@H]1CN(CCCC[C@H]2CNC(=O)C(=O)N2CCc2ccc(O)cc2)C(=O)C(=O)N1Cc1ccccc1	nt	nt	nt	0.0	102	nt	nt	-8	13	nt
4	O=C(NCCCN1CCOCC1)c1onc(CSc2ccc(F)c(F)c2)c1C(=O)NCCCN1CCOCC1	4	0	1.1	-0.5	98	2	0	-6	1	2
5	NC(CCc1ccccc1)c1csc(NC(=O)Nc2cccc(C(F)(F)F)c2)n1 (stereo not drawn)	2	11	8.8*	-0.7	95	-32	-4	-5	2	-15
6	O=C(OCc1nnc(-c2ccccc2)o1)c1cccnc1Cl	-4	25	0.7	0.4	104	-7	-1	-4	-3	-11
7	CCN(CCN(C)C)C(=O)c1ccc2nc(C)c(N(C)C(=O)CCc3ccccc3)n2c1	6	8	0.9	-0.3	96	6	2	-5	1	-5
8	CC1CN(C(=O)COC(=O)[C@@H](NC(=O)c2ccccc2Cl)C(C)C)CC(C)O1 (stereo partly drawn)	-8	-1	-0.6	0.0	95	6	0	-1	0	11
9	CCOC(=O)C1CCN(C(=O)c2cccc(C(=O)N3CCC(C(=O)OCC)CC3)c2)CC1	-5	-1	-0.7	0.8	96	2	0	-6	1	-5
10	CCCNC(=S)NNC(=O)c1cc(-c2cccnc2)nc2ccccc12	-8	7	1.8	-0.1	106	5	1	nt	-5	3
11	COc1cc(C(=O)NC2CC3CCCC(C2)N3CC(=O)Nc2ccccc2)cc(OC)c1OC (stereo not drawn)	2	-1	-3.1	0.1	95	11	0	-4	3	2
12	Cc1ccc2oc(=O)c3cnn(CC(=O)N(Cc4ccco4)C4CCCCC4)c3c2c1	nt	26	0.1	-0.2	94	5	0	-2	4	12
13	CCCCC(=O)N=c1sc2cc([N+](=O)[O-])ccc2n1C	-7	7	2.9	-0.1	99	-9	-1	-16	5	-9
14	CCC1(CC)C(=O)C2=C3C1[C@H](C(=O)OC)C=C(C(=O)OC)C[C@H]3n1c(=O)n(C)c(=O)n1[C@H]2C (stereo partly drawn)	-4	1	-1.3	0.2	104	-1	4	-12	-1	3
15	Cc1ccc(C(=O)c2ncc[nH]2)cc1	2	-1	-2.6	0.1	101	14	-2	-9	-3	-13
16	Cc1c(NC(=S)Nc2ccccc2)c(=O)n(-c2ccccc2)n1C	-7	7	-0.7	0.0	95	5	0	-3	0	0
17	CC(NC(=O)CSc1nnnn1C1CC1)c1ccccc1Br (stereo not drawn)	2	4	-1.2	-0.1	100	-3	3	-5	6	-6
18	CCOc1ccccc1NC(=O)c1ccc2ccccc2c1	-5	21	-1.4	0.1	96	-8	0	-19	1	1
19	Cc1ccc(OCc2cc(C(=O)N(C)CC3CCOCC3)no2)cc1C	-4	-1	-1.9	-0.1	96	-5	-5	nt	4	-6
20	Cc1nnc(NC(=O)CSc2nnc(CCNC(=O)c3ccccc3F)n2C)s1	7	1	1.4	0.0	98	1	3	-2	0	6
21	Cc1ccc(C)c(N2CCN(CCCNC(=O)Cn3cccc3C(=O)c3ccccc3)CC2)c1	-4	4	0.2	10*	95	-3	-6	1	-6	33
22	O=C(Cc1ccccc1)Nc1ccc(C(=O)Nc2ccc(O)cc2)cc1	1	1	0.3	0.3	98	-3	-2	-7	3	-4
23	CCN(CC)C(=O)CCCOc1ccc(Cl)cc1Cl	-3	-3	-1.5	0.2	101	-2	-2	-7	2	3
24	COc1cccc(CN2CCC2(C)C(=O)Nc2ccc3c(c2)CCN3C(C)=O)c1F (stereo not drawn)	-4	1	-0.2	0.1	76	16	-8	-5	10	6
25	CCc1cccc(C)c1NC(=O)COC(=O)C(NS(=O)(=O)c1ccc(Cl)cc1)C(C)O (stereo not drawn)	-9	8	-1.1	0.1	99	-4	-1	-5	-1	9
26	O=C(CN1CCCCC1CO)c1ccc(OC(F)F)cc1 (stereo not drawn)	-13	0	3.6	0.2	100	5	2	-6	9	-4
27	O=C(O)c1ccc2c(c1)SC1=NS(=O)(=O)CCN12	0	29*	0.8	-0.1	100	1	1	3	-2	-1
28	COc1cccc(CNC(=O)CCn2c(=O)c3cccn3c3cccnc32)c1	-2	-1	-0.8	-0.2	100	17	2	-7	4	-4
29	CCn1c(SCC(=O)Nc2oc(-c3ccccc3)c(-c3ccccc3)c2C#N)nnc1-c1ccncc1	7	10	0.2	0.3	88	7	-1	nt	3	-9
30	O=C(CN1CCN(c2ccc(F)cc2)CC1)Nc1ccc(-n2cnnn2)cc1	-7	11	-0.4	-0.2	95	0	-3	nt	-4	nt
31	Cc1ccc(C2C=C(c3ccccc3OC(F)F)Nc3ncnn32)cc1 (stereo not drawn)	-4	1	0.8	1.0	104	4	1	nt	-2	-1
32	O=C(NCc1cccnc1)NC(C(F)(F)F)C(F)(F)F	-7	-5	-2.6	-0.4	107	2	0	nt	-1	5
33	S=C(Cc1cccnc1)N1CCOCC1	6	4	-1.3	0.2	100	-4	1	nt	6	-5
34	COC(=O)c1ccc(CSC(=N)N)o1	0	-2	-0.1	-0.2	90	-5	2	-1	-2	11
35	O=C(CC[C@H]1O[C@@H](n2ccc(=O)[nH]c2=O)[C@H](O)[C@@H]1O)N[C@@H](Cc1ccccc1)C(=O)NCC1CCCCC1	nt	nt	nt	-0.2	101	1	3	nt	-2	nt
36	COc1ccc(CCC(=O)O)c(O)c1	nt	-2	0.8	2.6	104	2	-1	nt	0	2
37	O=C(C1CCC(CNS(=O)(=O)c2cccc3nsnc23)CC1)N1CCN(c2ccccn2)CC1 (stereo not drawn)	2	2	-1.6	0.3	102	18	-6	-2	11	3
38	CCOC(=O)C1=C(C)N=c2s/c(=C3/C(=O)Nc4ccccc43)c(=O)n2C1c1ccc(C)cc1 (stereo not drawn)	-4	1	0.5	0.3	83	4	2	-5	0	5
39	CCCn1cc(NC(=O)C2CC(c3cccc(Br)c3)=NO2)cn1 (stereo not drawn)	-1	13	-1.1	0.2	98	-8	4	nt	-9	-5
40	CCOC(=O)c1oc2nc(CC(C)C)c3c(c2c1N)CCC3	-3	-7	-0.6	0.4	96	5	-2	-8	2	-4
41	COc1cccc(CC2(CO)CCCN(Cc3cnn(-c4ccccc4)c3)C2)c1 (stereo not drawn)	1	-1	-3.3	0.3	104	2	-3	0	-4	-5
42	COc1cc(C2NC(=O)NC(C)=C2C(=O)OCc2ccc(C)cc2)cc(OC)c1OC (stereo not drawn)	-9	-6	-0.6	-0.2	93	-3	4	-20	0	-4
43	CN(C)CCOc1cccc(Cl)c1	-4	3	-0.5	0.1	97	7	-1	-5	-2	3
44	Cc1ccc(C23CC4CC(CC(CC(=O)N5CCOCC5)(C4)C2)C3)cc1	-6	-6	1.7	0.0	92	-13	nt	-5	1	nt
45	CCOc1ccc(N2C(=O)CC(N3CCN(C(=O)CN4CCCC4)CC3)C2=O)cc1 (stereo not drawn)	-35	1	2.1	0.2	100	1	0	-9	5	9
46	O=c1ccc(-c2ccc(S(=O)(=O)N3CCCCC3)o2)n[nH]1	6	-3	-0.8	-0.3	88	-3	0	-6	6	0
47	Cc1nnsc1C(=O)NNC(=O)c1cccc2ccccc12	2	10	-1.4	0.0	100	0	2	-5	1	-3
48	N#Cc1nc(Cc2ccccc2)oc1NCc1ccccc1	8	4	0.0	0.0	95	1	-3	-6	-5	-8
49	O=C(COc1cccc(Cl)c1Cl)NC1CC1	-1	-5	0.6	0.0	88	-7	3	-6	1	10
50	COCCN(C(=O)CC1C(=O)NCCN1CC(c1ccccc1)c1ccccc1)C(C)C (stereo not drawn)	-10	1	0.2	-0.2	93	9	1	-5	-4	3
51	O=C(C1CC1)N1CCc2cc(S(=O)(=O)NCCCN3CCCCC3)ccc21	-5	8	-3.9	0.9	95	-6	-4	-7	-2	-1
52	C=CCOc1ccccc1/C=c1\sc2nc(=O)c(C)nn2c1=O	10	3	-0.2	0.2	95	0	-8	-6	3	11
53	CC(C)C(=O)Nc1nc2c(c(=O)[nH]1)CCCC2	-2	-6	-1.7	0.0	100	1	1	-3	3	5
54	CCCC(=O)N1N=C(c2ccccc2)CC1c1cn(C)c2ccccc12 (stereo not drawn)	-5	-2	6.3	-0.1	102	3	-5	-7	2	-10
55	COC(=O)C1=C(C)NC2=C(C(=O)CCC2)C1c1ccc(-c2ccsc2C(=O)OC)o1 (stereo not drawn)	-3	-5	0.8	0.0	96	9	-1	-5	-1	2
56	CC(=O)N(Cc1cccc(Br)c1)c1ccc(N2CCOCC2)c(Cl)c1	1	16	-0.3	-0.1	94	-6	-1	-7	-3	-9
57	CSc1ccc(CN(C)CC(=O)Nc2c(F)cccc2F)cc1	-3	4	-1.6	0.1	100	-12	-1	-2	-1	-3
58	CCCCn1c(SCC(=O)Nc2nnc(CC)s2)nc2c1c(=O)n(C)c(=O)n2C	-7	11	-1.1	0.1	97	-6	5	-6	-1	-7
59	CCCCN(C(=O)C1=NN(c2ccccc2)C(=O)CC1)c1c(N)n(CCC)c(=O)[nH]c1=O	-1	-1	-1.2	0.0	97	10	0	-12	2	1
60	COc1ccc(CC(=O)NNC(=O)c2ccccc2)cc1OC	-8	-1	2.1	0.2	90	-3	2	-2	-7	6

2 entries picked at random from those above:
No.	structure	PDI inh	MC4R antagonist	MC4R barr agon	aDG glyco up	ABCB6 inh 2	Cardio protect	N-glyco inh	CaV13 ICDI inh	m5-HT2A agonist	Vif inh
55	COC(=O)C1=C(C)NC2=C(C(=O)CCC2)C1c1ccc(-c2ccsc2C(=O)OC)o1 (stereo not drawn)	-3	-5	0.8	0.0	96	9	-1	-5	-1	2
54	CCCC(=O)N1N=C(c2ccccc2)CC1c1cn(C)c2ccccc12 (stereo not drawn)	-5	-2	6.3	-0.1	102	3	-5	-7	2	-10

(more compounds)
No.	structure	PDI inh	MC4R antagonist	MC4R barr agon	aDG glyco up	ABCB6 inh 2	Cardio protect	N-glyco inh	CaV13 ICDI inh	m5-HT2A agonist	Vif inh
61	Cc1ccsc1C(=O)N1CCC1(C)C(=O)NCc1cccnc1 (stereo not drawn)	4	1	-0.6	-0.3	94	7	-1	-9	0	-12
62	C#CCOCCOCCOCCNc1nc(N2CCOCC2)nc(N2CCN(C(=O)[C@H](CO)n3cc([C@@H](N)C(C)C)nn3)CC2)n1	3	8	0.4	0.2	103	-3	-3	-12	1	nt
63	CC(C)C(=O)Nc1cccc(C(=O)Nc2cc([N+](=O)[O-])ccc2Cl)c1	10	5	0.9	0.0	97	0	0	-5	3	nt
64	COc1ccc(CCN2CC(C(=O)NCCc3cccc(F)c3)CCC2=O)cc1 (stereo not drawn)	4	-6	-1.4	-0.1	92	-3	1	-3	5	2
65	COc1ccc(CNC(=O)c2nnn(CC(=O)Nc3cc(C)cc(C)c3)c2N)cc1	3	0	0.3	0.0	106	-4	-1	-6	0	-3

No enrichment for hits; about 3.6% have a hit in one of these screens.
